Source: PubChem BioAssay
ABCB1 inh – human ABCB1 inhibition, ABCG2 as counter-screen | CCRF-Adr cells, JC-1 efflux, flow cytometry | inhibition, % at 6.6 µM | 190,000 compounds, 0.067% hits | AID 1326; in the data active means inhibition above about 40%;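 further: 0% = vehicle and 100% = reference inhibitor; higher value means more JC-1 retained so stronger ABCB1 efflux block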
Bim-Bcl-B – inhibitors of Bim-Bcl-B interaction, human; AID 951; bead-based flow cytometry, Bim peptide-Bcl-B binding; inhibition, % at 10 µM; 190,000 compounds, 0.073% hits;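 further: 0% = tracer peptide without compound and 100% = reference inhibitor peptide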
Target sequence (Q9HD36 whole entry, looked up): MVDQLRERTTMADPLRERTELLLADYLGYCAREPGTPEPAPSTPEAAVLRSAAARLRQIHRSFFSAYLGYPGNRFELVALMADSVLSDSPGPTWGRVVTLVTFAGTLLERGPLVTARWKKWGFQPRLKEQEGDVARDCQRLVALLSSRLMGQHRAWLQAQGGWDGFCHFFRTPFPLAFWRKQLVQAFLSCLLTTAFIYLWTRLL
Bim-Bcl-XL – human Bim-Bcl-XL interaction inhibition; Q07817; Bim peptide-Bcl-XL binding, bead flow cytometry, fluorescence; inhibition, % at 10 µM; 190,000 compounds, 0.04% hits; AID 1007
Target sequence (Q07817 whole entry, looked up): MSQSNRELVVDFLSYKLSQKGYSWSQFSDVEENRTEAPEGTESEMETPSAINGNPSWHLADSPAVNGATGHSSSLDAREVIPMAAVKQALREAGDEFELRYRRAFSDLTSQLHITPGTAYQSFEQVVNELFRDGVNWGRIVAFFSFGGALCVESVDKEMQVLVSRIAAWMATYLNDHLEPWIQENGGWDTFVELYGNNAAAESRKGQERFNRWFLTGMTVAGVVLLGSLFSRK
Bim-Bfl-1 – human Bim-Bfl-1 interaction inhibition; 190,000 compounds, 0.12% hits; Bead-based flow cytometry, Bim-Bfl-1 binding inhibition; Q16548; inhibition, % at 10 µM;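 further: 0% = wells without compound plus tracer and 100% = blocker peptide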
Bim-Bcl-W – inhibitors of Bim-Bcl-W interaction, human; Q92843; bead-based flow cytometry, Bim peptide-Bcl-W binding; AID 952; inhibition, % at 10 µM; 190,000 compounds, 0.02% hits;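 further: 0% = bound tracer without compound and 100% = peptide blocker; higher means less fluorescent Bim peptide bound to Bcl-W beads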
Bim-Bcl-2 – disrupts Bim peptide binding to human Bcl-2 | 190,000 compounds, 0.06% hits | P10415 | Bead-based flow cytometry, Bim peptide-Bcl-2 binding | inhibition, % at 10 µM; in the data active means inhibition above about 40%; inconclusive means no clear call, values can overlap the other calls;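 further: 0% = no compound wells with probe peptide and 100% = reference peptide inhibitor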
Target sequence (P10415 whole entry, looked up): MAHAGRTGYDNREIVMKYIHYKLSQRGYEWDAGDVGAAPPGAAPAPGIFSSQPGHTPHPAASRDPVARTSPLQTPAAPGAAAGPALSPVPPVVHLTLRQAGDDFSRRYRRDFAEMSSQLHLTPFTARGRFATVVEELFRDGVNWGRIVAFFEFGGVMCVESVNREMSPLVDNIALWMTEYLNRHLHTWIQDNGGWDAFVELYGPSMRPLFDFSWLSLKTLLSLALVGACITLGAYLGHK
GSH fluor – compound fluoresces at 488/530 nm on GSH beads. GSH beads flow cytometry, compound fluorescence 488/530 nm; hits give high values. fluorescence (KMESF) at 10 µM. 190,000 compounds, 0.25% hits; in the data active means fluorescence above about 89;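 further: glutathione beads carrying GST-tagged Bcl family fusion proteins plus one bare bead set; values are compound well signal with DMSO vehicle wells as background; inactives centre near 16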
ABCG2 block – human ABCG2 inhibition, ABCB1 as counter-screen. AID 1325. Q9UNQ0. inhibition, % at 6.6 µM. IgMXP3 cells, JC-1 efflux, flow cytometry. 190,000 compounds, 0.1% hits;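 active means inhibition above 80%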;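 further: 0% = DMSO and 100% = nicardipine control wells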
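material = IgMXP3 (ABCG2) plus far-red-tagged CCRF-Adr (ABCB1) cells | amount = 3 million cells/mL, equal mix of both lines | also added = JC-1 transporter substrate | dosing = one concentration, 6.6 µM final | schedule = 10 min at 25 °C | measured by = flow cytometric JC-1 green MFI at 530 nm | read-out basis = percent efflux inhibition, scaled nicardipine 100% to DMSO 0%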
RGS8-Gao – human RGS8-Galphao interaction regulation. multiplexed bead flow cytometry, RGS8-Galphao binding; actives lie on both sides. response (percent of control binding), % at 10 µM. P09471. AID 1423. 220,000 compounds, 0.34% hits; in the data active means response below about 60% or above about 140%; inactive means in between;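 further: Galphao activated as the GDP aluminium fluoride complex binding bead-coupled RGS8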
Target sequence (P09471 whole entry, looked up): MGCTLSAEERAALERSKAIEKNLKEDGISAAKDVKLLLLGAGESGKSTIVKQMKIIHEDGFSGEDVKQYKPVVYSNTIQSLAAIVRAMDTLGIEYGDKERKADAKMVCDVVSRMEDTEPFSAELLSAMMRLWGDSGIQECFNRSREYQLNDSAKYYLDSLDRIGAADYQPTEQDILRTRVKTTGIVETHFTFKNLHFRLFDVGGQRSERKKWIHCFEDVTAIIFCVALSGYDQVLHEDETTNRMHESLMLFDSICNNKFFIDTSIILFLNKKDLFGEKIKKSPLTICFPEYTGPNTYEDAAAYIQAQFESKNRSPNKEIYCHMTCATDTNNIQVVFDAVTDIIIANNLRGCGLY
RGS7-Gao – human RGS7-Galphao interaction regulation; 220,000 compounds, 0.35% hits; Multiplexed bead flow cytometry, RGS7-Galphao binding; actives lie on both sides; P09471; AID 1439; binding response (% of control), % at 10 µM; in the data active means binding response below about 49% or above about 150%; inconclusive means no clear call, values can overlap the other calls; inactive means in between;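 further: fluorescent Galphao held in activated GDP-AlF4 state binding bead-coupled RGS7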
RGS4-Gao reg – modulates binding of RGS4 to human Galphao. Multiplexed bead flow cytometry; actives lie on both sides. 220,000 compounds, 0.33% hits. P09471. binding response (% of control), % at 10 µM; in the data active means binding response below about 49% or above about 150%; inactive means in between;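 further: fluorescent Galphao activated with aluminum fluoride binding bead-coupled RGS4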
Starred values were filed as active, the others as inactive; u = inconclusive; x = no result given. Unless noted, no stated cut-off is given here; in the data, active means inhibition above about 40%.

SMILES	ABCB1 inh	Bim-Bcl-B	Bim-Bcl-XL	Bim-Bfl-1	Bim-Bcl-W	Bim-Bcl-2	GSH fluor	ABCG2 block	RGS8-Gao	RGS7-Gao	RGS4-Gao reg
CC(C)C(NC(=O)OCc1ccccc1)C(=O)N1CCOCCOCCOCC1 (configuration not stated)	0.6	0	-4	4	-3	0	11	2	99	100	112
Cc1ccc(S(=O)(=O)Oc2ccc(/C=N/NC(=O)c3c(Cl)cnn3C)cc2)cc1	1.3	-4	-11	0	-7	-4	24	5	96	100	100
CCCCOc1ccc(C(=O)OCC(=O)Nc2cc(C)c(C)cc2[N+](=O)[O-])cc1	0.0	-3	-6	-5	-2	-4	9	44	104	104	108
Cc1cc(/C=C2/SC(=O)NC2=O)c(C)n1-c1ccc(N2CCOCC2)cc1	5.2	-1	-2	0	0	-2	6	5	102	100	99
O=C(N=Nc1c(O)[nH]c2ccc([N+](=O)[O-])cc12)c1cc(-c2ccccc2Cl)nc2ccccc12	0.3	-8	-4	-9	-7	-2	7	7	100	82	82
COc1ccc(C2CC(C(F)(F)F)n3nc(C(=O)Nc4ccc5c(c4)OCO5)cc3N2)cc1 (configuration not stated)	-1.6	0	1	1	1	2	26	9	101	92	98
CCc1ccc(C(=O)NC(=S)Nc2ccc(N3CCOCC3)cc2)cc1	0.7	-7	-5	-2	0	-1	20	5	102	107	100
O=C(CSc1nnc(-c2cccs2)o1)N1CCCc2ccccc21	1.5	-2	-3	-2	-5	-2	5	5	103	99	101
O=C(NCc1ccco1)C(=O)NCC1OCCN1S(=O)(=O)c1ccc(F)cc1 (configuration not stated)	-0.2	-3	-2	0	1	0	18	0	x	x	x
COc1cc(C2C(C(=O)OC(C)C)=C(C)Nc3[nH]c(=O)[nH]c(=O)c32)ccc1O (configuration not stated)	-1.8	-1	-4	-21	-1	-2	17	-5	101	97	101
COc1ccc(NS(=O)(=O)c2cccc(NC(=O)CCS(=O)(=O)c3ccccc3)c2)cc1	0.1	-7	-9	-15	-5	-9	15	1	103	100	103
N#Cc1c(Sc2ncc(C(F)(F)F)cc2Cl)nsc1C/C=N\OCc1ccccc1Br	-0.1	-2	-1	-3	-5	-3	11	0	98	98	93
CCCCc1noc2c1/C(=N\O)CC(c1ccccc1)C2 (configuration not stated)	-0.1	-13	-12	-17	-1	-6	32	12	98	99	97
CC1(C)Cc2nc(NC3CCCCC3)c(C#N)cc2CO1	0.3	1	4	8	4	0	16	4	97	101	99
CC(=O)N(CN1C(=O)c2ccc([N+](=O)[O-])cc2C1=O)c1ccc(F)cc1	0.1	-5	-6	-9	2	-5	39	1	98	98	102
O=S(c1ccc2ccccc2c1)c1cnns1 (configuration not stated)	4.0	-6	-3	-15	1	-11	15	0	98	97	101
COc1ccc(OCC(=O)NC(=S)Nc2ccc(S(=O)(=O)Nc3cc(OC)nc(OC)n3)cc2)cc1	-0.8	0	-6	0	-2	3	5	-4	101	100	101
CCOC(=O)c1cccc(S(=O)(=O)N2CCOCC2)c1	2.1	-2	-1	2	-1	-2	9	5	98	87	93
COc1ccc(C(=O)Nc2ccc(S(=O)(=O)Nc3ncccn3)cc2)cc1OC	0.4	0	1	-2	0	2	11	1	102	104	103
Cc1cccc(-n2nnnc2SCC(=O)c2cc(C)n(Cc3ccco3)c2C)c1	1.1	8	4	5	5	5	22	8	99	95	89
COCCNC(=O)Cn1c(=O)n(CCCCCC(=O)Nc2ccccc2)c(=O)c2sccc21	-0.2	-5	-9	-1	-6	0	19	0	101	98	98
COC(=O)c1cccc(Nc2ncnc3ccc(C)cc23)c1	0.5	-4	-1	-4	-1	-7	26	5	107	102	105
COc1ccc(C(=O)NC(=S)Nc2ccc(N3CCCC3)cc2)cc1	0.0	-4	1	-3	-1	-2	15	5	100	u	99
Cc1ccc(NC(=O)Cc2ccccc2)c(C)c1	0.1	1	2	-4	2	-2	10	0	100	u	103
Oc1ccc(Oc2ccc3c(C(F)(F)F)cc(C(F)(F)F)nc3n2)cc1	0.0	0	0	-1	0	1	32	2	102	103	100

Of the compounds above, 2 contain an NH in an aromatic ring:
SMILES	ABCB1 inh	Bim-Bcl-B	Bim-Bcl-XL	Bim-Bfl-1	Bim-Bcl-W	Bim-Bcl-2	GSH fluor	ABCG2 block	RGS8-Gao	RGS7-Gao	RGS4-Gao reg
O=C(N=Nc1c(O)[nH]c2ccc([N+](=O)[O-])cc12)c1cc(-c2ccccc2Cl)nc2ccccc12	0.3	-8	-4	-9	-7	-2	7	7	100	82	82
COc1cc(C2C(C(=O)OC(C)C)=C(C)Nc3[nH]c(=O)[nH]c(=O)c32)ccc1O (configuration not stated)	-1.8	-1	-4	-21	-1	-2	17	-5	101	97	101

Carrying on.
SMILES	ABCB1 inh	Bim-Bcl-B	Bim-Bcl-XL	Bim-Bfl-1	Bim-Bcl-W	Bim-Bcl-2	GSH fluor	ABCG2 block	RGS8-Gao	RGS7-Gao	RGS4-Gao reg
OC(c1ccccn1)(c1ccccn1)c1ccccn1	1.2	0	-3	0	2	-5	11	13	124	107	112
COc1ccc(C2(C)NC(=O)N(Cc3cc(Cl)cc4c3OCOC4)C2=O)cc1OC (configuration not stated)	2.1	-8	-11	-13	4	-10	51	3	100	102	105
CCOC(=O)c1sc(NC(=O)CC)nc1C	0.4	2	2	-4	1	-2	13	6	101	u	99
CC1=C(C(=O)Nc2ccccc2)C(c2cccnc2)n2nc(-c3cccnc3)nc2N1 (configuration not stated)	0.1	-3	-1	0	-4	0	16	1	100	96	97
C/C(CCc1ccco1)=N/NC(=O)CCC(=O)Nc1cccc(Cl)c1	0.0	-3	-5	-14	3	-4	25	0	101	103	102
CN(C)S(=O)(=O)c1cccc(NC(=O)CN2C(=O)C3C4C=CC(C4)C3C2=O)c1 (configuration not stated)	0.1	-12	-10	-18	-5	-8	12	4	105	102	104
CC(=O)NC(Cc1ccc(C(C)C)cc1)C(=O)NC1CCN(C(=O)c2cccc(C)c2)CC1 (configuration not stated)	-0.5	-1	-3	0	0	0	19	1	102	98	99
CCCCc1ccc(NC(=S)NCc2cccnc2)cc1	1.6	-5	-5	0	-5	0	14	6	99	95	96
CCOC(=O)C1CCCCN1Cc1cc(OC)ccc1OC (configuration not stated)	0.4	-5	0	-7	2	-7	13	1	97	96	98
CC1(C)N=C(N)N=C(N)N1c1ccc(C(=O)O)cc1	0.0	-4	8	-2	-2	-1	54	-1	89	99	99
COc1cc(CNCCc2ccccc2)ccc1OCC(N)=O	-0.6	-4	-5	-1	-4	-5	10	5	97	89	92
COc1cc(/C=N/NC(=O)c2ccc(CSc3nncn3C)cc2)ccc1OCC(=O)N1CC(C)OC(C)C1 (configuration not stated)	0.6	-7	-5	-13	-3	-3	12	1	107	103	103
O=C1CC(NNc2ccccc2)C(=O)N1c1ccc(N2CCCCC2)cc1 (configuration not stated)	0.1	-2	1	-4	-1	-1	21	9	100	u	102
COc1ccc(/C=N/N2CCN(C)CC2)c(OC)c1OC	-1.5	2	-1	7	1	4	15	10	103	102	105
CCCCOc1ccc(C(=O)N/C(=C\c2cccc([N+](=O)[O-])c2)C(=O)OCCC)cc1	0.5	-6	8	-10	0	-10	36	4	103	97	100
O=C(Nc1ccccc1)c1cccc(S(=O)(=O)N2CCCCC2)c1	0.5	-2	-3	-1	-1	-3	10	2	102	99	102
Cc1ccc(NC(=O)/C(C#N)=C/c2cn(CC(=O)NCc3ccco3)c3ccccc23)cc1C	-0.6	0	-1	4	-1	1	10	-2	109	102	99
Oc1[nH]c2ccccc2c1C1=NCCCC1	0.1	-2	-2	-3	0	1	28	1	90	97	100
CC(=O)/C(C[N+]1(C)CCCCC1)=N\O	0.2	-8	-5	-11	0	-9	12	1	95	92	95
CCOC(=O)c1c(C)[nH]c(C(=O)OCC(=O)N2CCN(S(=O)(=O)c3ccccc3)CC2)c1C	-1.7	-8	-1	-8	-2	-6	37	-2	102	103	101
CC1=C(C(=O)Nc2ccc(C)cc2C)C(c2ccc(Cl)cc2)n2nc(C(=O)OC(C)C)nc2N1 (configuration not stated)	0.2	-12	-5	-20	-5	-11	12	7	101	103	100
Clc1ccccc1-c1nc(-c2cccnc2)no1	0.6	-7	-7	-5	-5	-4	32	5	103	103	106
CC(c1ccccc1)n1c(S(=O)(=O)O)nc2ccccc21 (configuration not stated)	0.2	-6	-3	-5	0	-4	14	-1	107	100	102
CC(=O)Nc1ccc2nc(-c3cccnc3)[nH]c2c1	0.2	-5	-5	-14	0	-7	25	1	100	100	99
O=C(c1ccc2c(c1)OCO2)N1CCOCC1	0.0	0	1	-1	0	1	15	0	100	100	103

(listing goes on)
SMILES	ABCB1 inh	Bim-Bcl-B	Bim-Bcl-XL	Bim-Bfl-1	Bim-Bcl-W	Bim-Bcl-2	GSH fluor	ABCG2 block	RGS8-Gao	RGS7-Gao	RGS4-Gao reg
COc1ccc(/C=C2\CC/C(=C\c3ccc(OC)cc3OC)C2=O)c(OC)c1	2.5	-5	0	-4	2	-1	13	9	98	100	102
CC(C)(C)OC(=O)N1CCN(c2ccc(CNC(=O)c3ccc(Cl)cc3)cc2)CC1	1.6	-18	-6	-1	-5	-2	20	7	96	89	87
CCc1ccccc1NCC(=O)Nc1ccccc1C(=O)OC	0.4	-7	-3	-7	0	-12	13	1	102	101	100
Cc1nc(/N=C(\N)NC(=O)N2c3ccccc3Sc3ccccc32)nc2ccccc12	0.4	-5	-1	-7	0	-5	9	4	99	93	95
CC(=O)c1ccc(NC(=O)CC2Nc3cccc4cccc(c34)NC2=O)cc1 (configuration not stated)	-1.0	3	-4	3	-4	3	14	-6	97	u	98
CSc1nsc(SCC(=O)Nc2nc3ccc(C)cc3s2)n1	-1.3	-13	-9	-8	-11	-9	12	-20	102	102	101
Cc1cc(C(=O)CN2C(=O)NC3(CCCCC3C)C2=O)c(C)n1Cc1cccs1 (configuration not stated)	1.4	-7	-6	-4	-3	-3	6	3	102	98	97
S=C(NCCc1ccccc1)Nc1cnc2ccccc2c1	0.0	-14	-6	-6	-3	-2	19	1	99	98	99
CCCOc1ccc(-c2nc(C#N)c(NCCCn3ccnc3)o2)cc1	0.2	-1	-2	0	0	-1	17	2	99	96	99
CN1CCN(CCCNC(=O)Cn2ncc3c4ccccc4n(C)c3c2=O)CC1	0.9	-8	-10	-6	-2	-5	16	3	98	102	100
COc1ccc(CCC(=O)Nc2nc3c(s2)CN(C)CC3)cc1OC	-2.3	-2	-2	-2	-2	0	11	-5	108	107	112
Cc1ncn(-c2ccc(C(=O)Oc3ccccc3)cn2)n1	-0.3	0	2	-4	2	-1	12	1	105	u	104
O=C(Nc1ccc(F)c(F)c1)c1ccccc1-c1ccccc1	0.3	-7	-4	-3	-4	-8	11	6	107	101	104
O=C(O)CCc1ccc(-c2cccs2)n1NC(=O)c1cccs1	-0.3	-3	-1	-4	-3	0	17	0	96	96	95
CCC(C)(C)NC(=O)C(c1ccccc1F)N(Cc1ccco1)C(=O)Cn1nnc2ccccc21 (configuration not stated)	0.2	1	-1	2	1	1	18	-2	89	94	93
